NRP1-CendR mod – modulators of CendR peptide binding to human neuropilin-1. O14786. FAM-RPARPAR peptide binding to NRP-1, fluorescence polarization. inhibition, % at 25 µM. 360,000 tested, 0.85% active. AID 602438;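 active = inhibition or corrected inhibition above about 18%, plus a signal ratio from 0.5 to 1.5, limit read from the data, passing the limit was not always enough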; note: strong numbers were not always called active
LMPTP block – LMPTP (human) inhibition | AID 651560 | P24666 | recombinant LMPTP-A, OMFP fluorogenic substrate, fluorescence intensity | inhibition, % at 20 µM | 360,000 tested, 0.22% active;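 active = compounds that cut the enzyme signal by at least half of the control window in the single-dose screen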;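 note: plate controls were DMSO wells with enzyme plus substrate for no effect and substrate without enzyme for full effect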
Target sequence (P24666 whole entry, looked up): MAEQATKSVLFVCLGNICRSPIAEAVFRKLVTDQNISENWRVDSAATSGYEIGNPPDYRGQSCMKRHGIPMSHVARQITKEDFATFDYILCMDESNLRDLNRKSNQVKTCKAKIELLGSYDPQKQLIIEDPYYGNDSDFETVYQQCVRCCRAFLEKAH
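Test system – LMPTP-A enzyme · Amount – LMPTP-A at 0.625 nM final in the reaction · Buffer or medium – Bis-Tris pH 6.0, DTT, detergent · Reagent – OMFP 400 µM · Doses – single 20 µM dose · Schedule – reaction 50 min, room temperature, dark · Detection – fluorescence intensity of OMFP turnover product · Evaluation – percent inhibition versus substrate-only and uninhibited controls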
STEP inh – STEP (human) phosphatase inhibition | P54829 | recombinant STEP, OMFP fluorogenic substrate, fluorescence | inhibition, % at 20 µM | 360,000 tested, 0.25% active;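 active = inhibition at 20 µM, scaled per plate between control wells, above about 37%, limit read from the data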;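 note: 0% = DMSO with enzyme and substrate and 100% = substrate only without enzyme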
Target sequence (P54829 whole entry, looked up): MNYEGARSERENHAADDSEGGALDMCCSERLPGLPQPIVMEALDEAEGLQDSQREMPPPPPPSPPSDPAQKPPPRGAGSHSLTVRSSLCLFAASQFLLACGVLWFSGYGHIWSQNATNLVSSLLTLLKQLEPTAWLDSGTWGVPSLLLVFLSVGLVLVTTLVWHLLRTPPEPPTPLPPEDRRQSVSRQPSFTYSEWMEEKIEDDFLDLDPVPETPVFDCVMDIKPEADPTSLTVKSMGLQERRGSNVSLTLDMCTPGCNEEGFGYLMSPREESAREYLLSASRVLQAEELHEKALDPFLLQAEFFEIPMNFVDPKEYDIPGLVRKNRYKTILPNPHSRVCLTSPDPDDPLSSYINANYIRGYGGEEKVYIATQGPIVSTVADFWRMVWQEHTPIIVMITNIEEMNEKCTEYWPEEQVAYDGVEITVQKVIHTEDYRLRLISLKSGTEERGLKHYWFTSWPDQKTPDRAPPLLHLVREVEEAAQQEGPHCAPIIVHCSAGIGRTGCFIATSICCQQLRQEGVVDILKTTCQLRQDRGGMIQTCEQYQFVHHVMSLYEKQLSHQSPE
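medium = Bis-Tris buffer pH 6.0, 2.5 mM DTT, 0.005% Tween 20 | test system = STEP (striatal-enriched tyrosine phosphatase) enzyme, cell-free | measure = normalized % inhibition | compound dosing = 20 µM, 1% DMSO | also added = 25 µM OMFP | schedule = reaction 20 min, ambient temperature | measured by = fluorescence read at 480 nm ex / 540 nm em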
Scp-1 inhibitor – Scp-1 (human) phosphatase inhibition | 340,000 tested, 0.88% active | Q9GZU7 | inhibition, % at 20 µM | Recombinant Scp1, phosphopeptide, malachite green phosphate absorbance | AID 493091;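 active = inhibition above about 50% at 20 µM, limit read from the data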;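 note: plate controls were DMSO wells with enzyme for no effect and wells lacking enzyme for full effect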
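Assay system: SCP-1 catalytic fragment, aa 76-261 | Buffer or medium: Tris acetate buffer pH 5.5 with MgCl2 and Tween-20 | Compound: One concentration, 20 µM, with 1.0% DMSO | Also added: Phospho 17-mer peptide substrate | Signal: Absorbance at 630 nm | Incubation: 45 min enzyme reaction at room temperature | Measure: % inhibition of SCP-1 phosphate liberation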
NadD inh – NadD (S. aureus) enzyme inhibition; 360,000 tested, 0.78% active; AID 602399; inhibition, % at 20 µM; purified NadD enzyme, colorimetric absorbance read-out; in the data active = inhibition above about 26%; note: some compounds past the cut are filed as inactive
SKN-1 inh – C. elegans SKN-1 inhibition; C. elegans VP596 Pgst-4::GFP/RFP ratio, acrylamide-induced, 24 h; inhibition, % at 21.8 µM; 360,000 tested, 0.49% active; AID 624304;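 active = interference check ratio from 0.5 to 1.5 plus GFP to RFP signal ratio inhibition reaching or exceeding a fixed threshold, cut at about 30% in these data, passing the limit was not always enough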; note: some compounds called inactive have numbers as strong as hits
MT1-MMP act inh – blocks activation of human MT1-MMP; HT1080 RFP-PRO-GFP cells, GFP/RFP ratio fluorescence, overnight; percent of plate control window, DMSO zero; GFP/RFP ratio change, % at 20 µM; 360,000 tested, 0.061% active; AID 651647;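 active = GFP/RFP ratio change of at least 30% with cell ATP level not reduced by more than half and red fluorescence within 50% of control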; note: strong numbers were not always called active
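Assay system: HT1080 cells carrying an RFP-PRO-GFP reporter | Dosing: Single dose of 20 µM compound, 1% DMSO final | Incubation: Cells overnight before dosing, compound overnight, 37 °C, 5% CO2 | Evaluation: GFP/RFP fluorescence ratio | Control set: DMSO and RFP-L50D-GFP cell wells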
Rpn11 inh – inhibitors of human proteasome Rpn11; human 26S proteasome, Ub4-pepOG fluorescence polarization; 20S core pre-blocked with epoxomicin; calls only at 20 µM; 360,000 tested, 0.59% active; AID 588493;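 active = inhibition at 20 µM, scaled to each plate's controls, above about 33%, limit read from the data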
Target sequence (O00487 whole entry, looked up): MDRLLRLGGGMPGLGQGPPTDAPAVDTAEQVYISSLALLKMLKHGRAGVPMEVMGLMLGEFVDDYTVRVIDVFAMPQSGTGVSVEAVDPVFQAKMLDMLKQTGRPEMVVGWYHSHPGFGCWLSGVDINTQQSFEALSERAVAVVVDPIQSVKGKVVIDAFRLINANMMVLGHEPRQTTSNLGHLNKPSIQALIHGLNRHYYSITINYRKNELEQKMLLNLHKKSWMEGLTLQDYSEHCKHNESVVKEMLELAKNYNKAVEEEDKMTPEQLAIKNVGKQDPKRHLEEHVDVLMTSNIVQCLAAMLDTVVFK
SUMO1-SIM PPI – SUMO1-SIM interaction modulation. 360,000 tested, 0.33% active. inhibition, % at 20 µM. SUMO1 binding to a labelled peptide, TR-FRET, 1 h; in the data active = inhibition above about 37%
DNMT1 inh – inhibitors of human DNMT1. DNMT1 molecular beacon, Hinp1I cleavage, fluorescence. inhibition (reported as % activation of signal), % at 10 µM. P26358. 360,000 tested, 0.83% active. AID 588458; in the data active = inhibition above about 50%
Numbers without * were called inactive; i = inactive; . = not tested or not shown.

structure	NRP1-CendR mod	LMPTP block	STEP inh	Scp-1 inhibitor	NadD inh	SKN-1 inh	MT1-MMP act inh	Rpn11 inh	SUMO1-SIM PPI	DNMT1 inh
CCCc1ccc(-c2c(C)sc(N)c2C#N)cc1	5	3.2	5	-8	-4	4	-9	i	-2	-1
Cc1cc(C#N)c(C)n1-c1cc(S(=O)(=O)N2CCOCC2)ccc1N1CCCC1	-4	0.3	8	3	5	-23	-9	i	1	-4
CCc1cc(C(=O)c2ccc(Br)cc2)c(NC(=O)CN(CC)CC)s1	-8	3.4	3	-7	13	-7	-1	i	-2	3
O=C(NCCCN1CCOCC1)c1ccc(Sc2cccc(Cl)c2)c([N+](=O)[O-])c1	5	-2.1	0	7	-10	6	-2	i	-24	-2
CCCCCCn1cc(CN2CC(N3CCN(CCO)CC3)CS2(=O)=O)nn1 (configuration not stated)	3	-4.5	.	.	-2	12	4	.	14	.
COC(=O)NCCOc1nc(N(C)C)nc(N(C)C)n1	3	-1.2	0	-5	-3	17	9	i	-3	0
Cc1ccc(C)c(N2CCN(C(=O)c3ccc4c(=O)n5c(nc4c3)CCCCC5)CC2)c1	-4	0.4	1	-4	6	18	8	i	2	-2
CCOC(=O)c1nnn(CC(=O)NC(=O)Nc2ccc(F)cc2)c1C(=O)OCC	-6	-0.6	-3	0	-3	-2	-3	i	-10	-4
COc1cccc(-c2cc(C(=O)N3CCCc4ccccc43)no2)c1	-12	2.9	3	-10	-10	10	0	i	0	-9
O=C(Nc1ccccc1F)Nc1cc(S(=O)(=O)N2CCOCC2)ccc1N1CCCC1	-9	-1.6	1	2	1	7	-1	i	-1	0
CN(C)CCNC(=O)/C(=C/c1ccc(-c2ccc(Cl)cc2Cl)o1)NC(=O)c1ccccc1	-4	-8.7	3	-7	-13	-3	-5	i	-20	11
Cc1ccc(C(C)C)cc1OCC(=O)Nc1ccc(-n2cnnn2)cc1	0	1.7	-1	-2	-8	5	1	i	-2	-1
Cc1cc(NC(=O)c2ccc(C)c(C)c2)no1	-3	-0.3	-6	-8	-4	6	-2	i	4	4
O=C(NCCc1ccccc1)c1cccc(NC(=O)C2CCCC2)c1	-10	-1.2	1	-11	2	0	0	i	3	10
Cc1occc1C(=O)Nc1cccc(C(=O)O)c1	-6	0.1	0	0	-2	0	5	i	2	2
COc1cccc(NC(=O)CN(C)C(C)C(=O)N2CCCC2)c1 (configuration not stated)	12	-0.4	1	-3	2	7	-3	i	0	1
O=C(CSc1nc2nn(-c3ccccc3)c(=O)c-2c2n1CCCCC2)Nc1cccc(F)c1	1	2.3	4	-5	7	16	-2	i	-13	-10
CCOC(=O)c1c(NC(=O)CSc2nnc(CNC(=O)c3ccco3)n2C)sc2c1CCC2	-8	1.6	2	2	-1	7	-2	i	1	-1
C=CCn1c2ccccc2c2nnc(SCC(=O)OC)nc21	-9	-1.0	0	.	1	-1	0	i	-15	5
Cc1ccc(-c2csc(N3CCC(C(N)=O)(N4CCCCC4)CC3)n2)cc1	2	0.2	3	-1	-6	12	-2	i	3	-8
O=C1NC[C@H](Cc2ccccc2)N(C[C@@H]2CCCN2C[C@H](Cc2ccc(O)cc2)N2C[C@H](Cc3ccc(O)cc3)N(CCc3ccccc3)C(=O)C2=O)C1=O	4	6.9	.	.	30	-1	2	.	11	.
COc1ccccc1CNC(=O)C1CC(c2cccc([N+](=O)[O-])c2)=NO1 (configuration not stated)	22	-1.9	-1	-3	-3	0	4	i	-38	7
CCO[C@H]1OC(C(=O)N2CCN(Cc3ccc4c(c3)OCO4)CC2)=C[C@@H](C)[C@@H]1CCCO	4	-0.2	2	-3	-6	14	4	i	2	0
Cn1c(SCCCC(=O)c2ccc(F)cc2)nnc1-c1ccncc1	9	-2.1	1	3	3	2	-1	i	-6	1
Cc1ccc(SCC(=O)NC2CCCCCC2)cc1	7	-1.5	3	-7	-2	-2	1	i	-2	2
CCc1nc2ccc(C(=O)NCCN3CCCC3)cn2c1N(C)Cc1ccc(OC)cc1	-8	9.9	-4	.	3	-12	-5	i	-2	-17
Cc1ccc(N(C(=O)c2snc(C(N)=O)c2N)C(C(=O)NCC2CCCO2)c2c[nH]c3ccccc23)cc1 (configuration not stated)	-2	0.5	-4	-9	1	31	-7	i	-15	-3
C[C@H]1CN([C@@H](C)CO)C(=O)CCCn2nncc2CO[C@H]1CN(C)S(=O)(=O)c1cccc(F)c1	-12	-7.9	0	.	6	10	4	i	9	4
Cc1c(C(=O)N2CCN(C(c3ccccc3)c3ccccc3)CC2)oc2ccccc12	-2	6.0	5	-1	8	6	-6	i	0	0
O=C(COC(=O)c1cncc(Br)c1)Nc1nnc(-c2ccccc2)o1	-19	6.5	2	60*	0	-18	0	i	14	27
CN(c1ncc(C(F)(F)F)cc1Cl)N1C(=O)C2ONC3(C(=O)CC(C)(C)CC3=O)C2C1=O (configuration not stated)	3	0.5	4	-9	1	-5	-4	i	-1	9
CCn1c(COc2ccccc2)nnc1SCC(=O)CC(=O)Nc1ccccc1OC	-6	-0.3	0	-10	20	-14	-8	i	4	-11
COc1cccc(CCc2nnc(CCC(=O)NC(C)c3c(C)nn(C)c3C)o2)c1 (configuration not stated)	-4	0.0	1	-3	16	-40	1	i	0	3
Cc1nsc(Nc2ccc([N+](=O)[O-])cc2)c1C#N	6	1.5	9	-7	0	4	-12	i	-16	3
COC(=O)c1[nH]c2cc(OC)ccc2c1NC(=O)CCN1CCSCC1	1	-0.7	3	0	2	-14	6	i	-7	-1
CC12c3ccccc3C(c3ccccc31)C1C(=O)N(c3ccncc3)C(=O)C12 (configuration not stated)	-4	-0.4	-2	-5	4	9	0	i	-1	-1
CCn1cc(C(=O)N2CCN(C3CCCCC3)CC2)c2cc(OC)c(OC)cc2c1=O	8	1.0	0	0	1	27	3	i	1	0
C=CCNc1oc(-c2ccc(Cl)cc2)nc1C#N	-12	0.5	0	-2	5	-22	12	i	-7	-8
CN(C(=O)CSc1nc2ccccc2c(=O)n1-c1ccc(F)cc1)C1CCS(=O)(=O)C1 (configuration not stated)	5	0.7	1	-2	-2	3	5	i	1	-3
COc1ccc(/C=N\NC(=O)COc2ccc(Cl)cc2Cl)c(C(=O)O)c1OC	-9	-1.7	-3	-10	-3	9	7	i	3	7
CC#CCN(Cc1ccco1)C(=O)C1CCC(=O)N(CCc2cccc(F)c2)C1 (configuration not stated)	-6	-1.8	-1	.	1	18	-2	i	3	1
COc1ccc(C(=O)Nc2ccnn2C2CCN(C(=O)c3cc(C)on3)CC2)cc1	-8	-0.4	-2	-6	-4	-5	-4	i	0	0
COc1cc(/C=N/NS(=O)(=O)c2ccc(C)cc2)ccc1OCc1cccc(C(=O)O)c1	-7	0.0	-2	-4	14	-11	-8	i	-6	-1
Cc1cc(C)cc(-n2nnnc2SCC(=O)N2CCOCC2)c1	-10	0.0	1	1	2	11	2	i	4	79*
COc1ccccc1N1CCN(C(=O)c2ccc(S(=O)(=O)N3CCCC3)cc2)CC1	-1	-1.2	3	-6	-2	-1	8	i	-1	0
O=C(O)CSCC(=O)NCc1c(Cl)cccc1Oc1ccccc1	-6	-2.0	-1	-3	-2	4	-2	i	0	4
Cn1c(=O)c2c(nc(N3CCCCCC3)n2Cc2cccc3ccccc23)n(C)c1=O	-2	5.1	9	-2	0	14	-17	i	-2	-8
COc1cc(C(=O)NCCNc2nc3c(C)c(C)ccc3cc2C#N)cc(OC)c1OC	-4	-0.8	3	-8	2	-5	2	i	-23	0
Cc1ccc(-c2cc(C(=O)N/N=C/c3cccnc3)c3ccccc3n2)cc1C	26*	-0.5	0	-11	2	8	3	i	3	0
COc1ccccc1-c1cc(C(F)(F)F)nc(S(=O)(=O)CCCC(=O)Nc2cc(C)on2)n1	12	0.5	-4	-8	-1	8	9	i	3	0

(listing goes on)
structure	NRP1-CendR mod	LMPTP block	STEP inh	Scp-1 inhibitor	NadD inh	SKN-1 inh	MT1-MMP act inh	Rpn11 inh	SUMO1-SIM PPI	DNMT1 inh
Cc1cc(C)n(-c2nc(NC(C)(C)C)nc(NC(C)(C)C)n2)n1	-2	-0.2	0	1	-4	0	5	i	-1	8
CC(Oc1ccccc1[N+](=O)[O-])C(=O)N/N=C/c1ccoc1 (configuration not stated)	-6	0.6	1	5	-1	-2	2	i	-5	4
O=C(NNC(=O)c1cc2cc(Br)ccc2oc1=O)c1ccc(O)cc1O	-21	54*	49*	60*	29*	2	3	i	-17	4
COc1ccc(Cn2c(SC)nc3ccccc32)cc1[N+](=O)[O-]	-3	2.9	-4	-6	-5	-2	4	i	-20	-5
COc1ccc(N2CCN(S(=O)(=O)c3ccc4c(c3)NC(=O)CC(=O)N4)CC2)cc1	7	-1.1	-1	-3	3	7	-4	i	4	6
[O-]/[N+](=C\c1ccncc1)c1ccccc1	-3	-1.4	-2	-4	-1	-5	4	i	-4	-12
COc1ccc(S(=O)(=O)N2CCN(S(=O)(=O)c3ccc4c(c3)OCCO4)CC2)cc1	8	-4.7	-3	-8	-2	-6	2	i	6	10
Cn1cccc1P(=O)(c1cccn1C)c1cccn1C	-9	-1.6	-2	-7	9	0	8	i	-5	2
CCOC(=O)CNC(=O)C(NC(=O)C1CCC(C)CC1)C(C)CC (configuration not stated)	8	1.4	-3	2	-4	-23	2	i	0	0
CC(C)c1ccc(/C=C/C(=O)CCC(=O)O)cc1	-6	-0.4	2	3	4	-10	0	i	-7	2
COC(=O)c1ccc(CS(=O)(=O)c2ccccc2C)o1	1	-1.0	-1	-8	-6	-8	3	i	-3	1
CCOc1cc(/C=C(\C#N)C(N)=O)ccc1OCc1c(C)no[n+]1[O-]	-5	-0.6	1	2	-4	21	-2	i	-12	2
CCOC(=O)CSc1nc(C)c2ccccc2n1	4	-2.2	-2	-13	-6	2	1	i	-4	0

Fetched by structure from above (2):
structure	NRP1-CendR mod	LMPTP block	STEP inh	Scp-1 inhibitor	NadD inh	SKN-1 inh	MT1-MMP act inh	Rpn11 inh	SUMO1-SIM PPI	DNMT1 inh
CC(C)c1ccc(/C=C/C(=O)CCC(=O)O)cc1	-6	-0.4	2	3	4	-10	0	i	-7	2
[O-]/[N+](=C\c1ccncc1)c1ccccc1	-3	-1.4	-2	-4	-1	-5	4	i	-4	-12

Screens: PubChem, Sanford-Burnham Center for Chemical Genomics
